Source: PubChem BioAssay (National Center for Advancing Translational Sciences (NCATS))
PLK1 PBD inh: PLK1 (human) polo-box domain binding inhibition; Potency, µM, for the others: max response, negative = inhibition, most hits filed as inhibitors; Plk1 PBD binding of FITC phosphopeptide, fluorescence polarization; 2.8% of 360,000 active; AID 720504; P53350; further: potency means the concentration at half of the fitted maximal effect; series mostly up to about 57 µM; on the % scale 0 is the no-effect control and ±100 the full control effect; nearly all actives have a fitted effect of over 65% in size
Target sequence (P53350 whole entry, looked up, the tested form may be a part): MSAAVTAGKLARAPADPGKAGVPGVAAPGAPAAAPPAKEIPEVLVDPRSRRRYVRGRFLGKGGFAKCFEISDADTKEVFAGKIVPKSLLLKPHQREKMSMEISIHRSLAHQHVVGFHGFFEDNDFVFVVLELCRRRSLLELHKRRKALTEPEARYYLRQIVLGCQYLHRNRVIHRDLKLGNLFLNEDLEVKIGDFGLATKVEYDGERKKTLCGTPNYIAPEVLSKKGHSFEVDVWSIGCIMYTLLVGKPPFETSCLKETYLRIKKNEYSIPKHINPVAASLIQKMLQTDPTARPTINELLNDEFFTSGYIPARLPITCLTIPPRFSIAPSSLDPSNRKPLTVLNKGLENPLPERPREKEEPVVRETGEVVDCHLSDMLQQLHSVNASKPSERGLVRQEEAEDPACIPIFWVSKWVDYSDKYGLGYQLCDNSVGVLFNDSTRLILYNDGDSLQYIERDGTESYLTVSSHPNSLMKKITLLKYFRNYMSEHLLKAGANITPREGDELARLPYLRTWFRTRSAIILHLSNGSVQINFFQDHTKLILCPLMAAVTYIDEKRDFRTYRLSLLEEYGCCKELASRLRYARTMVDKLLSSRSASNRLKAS
GLP1R inv ag: GLP-1 receptor (human) inverse agonism | 1.6% of 410,000 active | Potency, µM (top dose mostly 38.3 µM), for inactives: at the highest dose activity change, negative = inhibition, usual class: inhibitors | AID 624417 | HEK293 GLP-1R CRE-luciferase, luminescence, 24 h; GLP-1R form is constitutively active; further: potency means the concentration at half of the fitted maximal effect; on the % scale 0 is the no-effect control and ±100 the full control effect; nearly all actives have a fitted effect of over 55% in size
Target sequence (P43220 whole entry, looked up): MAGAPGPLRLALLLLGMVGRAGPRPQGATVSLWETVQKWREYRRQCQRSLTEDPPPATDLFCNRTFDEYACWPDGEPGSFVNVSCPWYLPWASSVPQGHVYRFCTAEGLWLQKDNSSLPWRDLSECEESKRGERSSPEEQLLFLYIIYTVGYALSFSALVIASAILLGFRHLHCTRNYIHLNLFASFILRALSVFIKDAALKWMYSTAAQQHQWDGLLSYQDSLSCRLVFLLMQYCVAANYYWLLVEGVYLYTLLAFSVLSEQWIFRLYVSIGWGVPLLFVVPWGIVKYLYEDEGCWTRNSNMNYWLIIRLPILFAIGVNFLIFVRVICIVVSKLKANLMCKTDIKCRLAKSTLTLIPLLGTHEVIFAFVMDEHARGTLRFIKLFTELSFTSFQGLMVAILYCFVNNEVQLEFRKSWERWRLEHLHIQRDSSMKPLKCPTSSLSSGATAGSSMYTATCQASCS
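HEK293 cells stably co-expressing constitutively active GLP-1R and a cAMP-responsive luciferase reporter were seeded in DMEM with 10% Nu serum, given compounds after 12 h, and incubated 24 h at 37 deg C. Luminescence was then read.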
DRD3 antagonist: blocks the human D3 dopamine receptor; P35462; 2.5% of 360,000 active; D3R cells, DiscoveRx beta-arrestin luminescence, antagonist mode; stronger effect = lower value; max response, negative = inhibition, %; in the data active means max response below about -50%; inconclusive means no clear call, values can overlap the other calls; further: on the % scale 0 is the no-effect control and ±100 the full control effect; mostly tested at two doses, the higher about 12 µM
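Cells expressing the human receptor were seeded at 1500 cells/well, incubated overnight at 37 degrees C in 5% CO2, then exposed to library compounds with dopamine controls for 90 minutes at 37 degrees C before luminescent detection.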
GLP-1R agonist: agonists of human GLP-1 receptor; P43220; HEK293 GLP-1R CRE-luciferase, luminescence, 4-6 h; cells express a hypersensitive GLP-1R form; Potency, µM (doses to about 45.6 µM), for inactives: at the highest dose activation, hits mostly activators; 0.007% of 380,000 active; AID 624172; further: potency means the concentration at half of the fitted maximal effect; % of control where 0% means no effect
WRN helicase inh: blocks human WRN helicase | Q14191 | WRN helicase unwinding, fluorescent forked duplex, kinetic | Potency, µM (top dose mostly 114 µM), for the others: at the highest dose activity change, negative = inhibition, most hits filed as inhibitors | 0.46% of 360,000 active; further: potency means the concentration at half of the fitted maximal effect; on the % scale 0 is the no-effect control and ±100 the full control effect; nearly all actives have a fitted effect of over 55% in size
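Primary qHTS, 1536-well format. 20 nM WRN + compound, 15 min RT; start with 100 nM forked fluorophore/quencher duplex, 2 mM ATP (final); kinetic read ex 525/em 598 nm.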
IL-2 act: activators of IL-2; IL-2 activation reporter assay, cell-based qHTS; stimulated with anti-CD3/CD4/CD28 beads; in transgenic mouse T cells; activation, % (series mostly up to about 46 µM); 0.065% of 360,000 active; AID 652025; in the data active means activation above about 50%; inconclusive means mostly about 30% to 49%; further: 0% is about no effect
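Readout is EGFP and DsRed signal by fluorescent plate cytometry after 18 h at 37 degrees C. Transgenic mouse T cells (750/well) received compound for 60 min before bead stimulation (anti-CD3, anti-CD4, anti-CD28); memory T cells served as non-tolerant control.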
D3 ag: D3 dopamine receptor (human) agonism | 0.58% of 410,000 active | max activation, % | D3R DiscoveRx beta-arrestin cells, luminescence, 90 min; in the data active means max activation above about 30%; further: 0% is about no effect; mostly tested at two doses, the higher about 12 µM
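Agonist-mode cell screen: cells plated at 1500/well and incubated overnight at 37 °C, then exposed to library compounds for 90 min at 37 °C. Detection reagent was added for 30–60 min at room temperature, and luminescence was read.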
PI5P4K alpha inh: inhibitors of human PI5P4K alpha. P48426. PI5P4Kalpha enzyme, ADP-Glo luminescence, 60 min; stronger effect = lower value. max response, %. 1.2% of 330,000 active. AID 652105; active means max response of -50% or lower; inconclusive means between -30% and -50%; inactive means -30% or higher; further: value at the top dose of about 77 µM; on the % scale 0 is the no-effect control and ±100 the full control effect
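Luminescence from ADP-Glo served as readout of PI5P4Kalpha activity in a qHTS format. Reaction: enzyme, substrate, compound, ATP at 5 microM final, 60 min at RT.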
GLP1R cytotox: cytotoxic in the GLP-1 receptor inverse agonist counter-screen | AID 624418 | HEK293 cAMP-luciferase reporter cells, luminescence, 24 h | Potency, µM (series often up to 38.3 µM), for inactives: at the highest dose activity change, negative = inhibition, hits mostly inhibitors | 0.13% of 410,000 active;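 further: loss of luciferase light is scored as toxicity; potency means the concentration at half of the fitted maximal effect; on the % scale 0 is the no-effect control and ±100 the full control effect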
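To flag toxic compounds, the library was rerun on cells for 24 hr at 37 deg C and 5% CO2. Viability-linked luminescence was captured 12 min after adding luciferase detection reagent.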
Numbers without * were called inactive; & = joins results of further samples; [ ] = dose if it differs, or a comment. Unless noted, the call rests on the fitted dose curve; in most records, active means well fitted curve in the direction sought with a large enough effect; inconclusive means small, poorly fitted or top-dose-only effect, or another doubt; inactive means no such curve, though single readings can be large; an effect the other way counts as inactive or inconclusive. Random draw from the library; about 7.8% have a hit in one of these screens.

Screening O=C(Nc1ccc(C(=O)Nc2ccccc2Cl)cc1)c1cccnc1 returned PLK1 PBD inh 2%, GLP1R inv ag 21%, DRD3 antagonist -4, GLP-1R agonist 4%, WRN helicase inh -10%, IL-2 act -1.6, D3 ag 1, PI5P4K alpha inh 2 and GLP1R cytotox -8%.
Screening Cc1ccsc1C1C(C#N)=C(N)N(N(C)C)C2=C1C(=O)CC(C)(C)C2 (stereo not given) returned PLK1 PBD inh -1%, GLP1R inv ag 11%, DRD3 antagonist -6, GLP-1R agonist 4%, WRN helicase inh -9%[57.1 µM], IL-2 act 1.0, D3 ag -10, PI5P4K alpha inh 2 and GLP1R cytotox -12%.
O=C(OCC(=O)N1CCCCC1)c1ccccc1SCC(=O)N1CCCCC1 was read as PLK1 PBD inh -26%, GLP1R inv ag 2%, DRD3 antagonist -4, GLP-1R agonist -2%, WRN helicase inh -5%, IL-2 act 1.1, D3 ag -2, PI5P4K alpha inh 2 and GLP1R cytotox 3%.
Screening CCN1C[C@@H]2[C@@H]3C(=O)N(Cc4ccccc4)C(=O)[C@@H]3[C@](C)(C1=O)N2C(=O)c1ccc(Cl)c(Cl)c1 returned PLK1 PBD inh 2%, GLP1R inv ag -9%, DRD3 antagonist 19, GLP-1R agonist 7%, WRN helicase inh -4%, IL-2 act 0.1, D3 ag 5, PI5P4K alpha inh 1 and GLP1R cytotox -44%.
`CC(=O)Nc1c(NC(C)C)c2ccccc2oc1=O` gave PLK1 PBD inh 0%, GLP1R inv ag 1%, DRD3 antagonist -15, GLP-1R agonist 8%, WRN helicase inh -9%, IL-2 act -1.8, D3 ag 2, PI5P4K alpha inh 1 and GLP1R cytotox 54%[activator].
For COc1ccc(OCC(=O)Nc2ccccc2OC)cc1 the results were PLK1 PBD inh -6%, GLP1R inv ag 6%, DRD3 antagonist -14, GLP-1R agonist 6%, WRN helicase inh -13%, IL-2 act 0.8, D3 ag -5 and GLP1R cytotox 9%.
For COc1ccc(C(=O)Nc2ccc(-c3ccc(C)o3)cc2)cc1S(=O)(=O)N1CCOCC1 the results were PLK1 PBD inh -22%, GLP1R inv ag inconclusive, DRD3 antagonist 10, GLP-1R agonist -2%, WRN helicase inh -7%[57.1 µM], IL-2 act -1.5, D3 ag 2, PI5P4K alpha inh 2 and GLP1R cytotox -21%.
O=C(NC1CCCC1)C(c1ccncc1)N(C(=O)c1ccco1)c1ccc(F)c(Cl)c1 (stereo not given) was read as PLK1 PBD inh 0%, GLP1R inv ag 0%, DRD3 antagonist 9, GLP-1R agonist 4%, WRN helicase inh 2%, IL-2 act -2.3, D3 ag 9, PI5P4K alpha inh -8 and GLP1R cytotox 11%.
For CC1CCN(C(=O)COC(=O)c2ccc(Br)o2)CC1 the results were PLK1 PBD inh -1%, GLP1R inv ag -2%, DRD3 antagonist 9, GLP-1R agonist -1%, WRN helicase inh 5%, IL-2 act -0.8, D3 ag 14 and GLP1R cytotox 4%.
For C=CCN(C(=O)Cn1ncc2c1-c1cc(C)ccc1OC2)c1ccccc1 the results were PLK1 PBD inh -3%, GLP1R inv ag -28%, DRD3 antagonist 17, GLP-1R agonist 4%, WRN helicase inh 0%, IL-2 act -2.4, D3 ag 0, PI5P4K alpha inh 1 and GLP1R cytotox -6%.
`COc1cccc(NC(=S)N(C)C2CCN(C)CC2)c1` gave PLK1 PBD inh -4%, GLP1R inv ag 1%, DRD3 antagonist 23, GLP-1R agonist 2%, WRN helicase inh 2%, IL-2 act 0.9, D3 ag -3, PI5P4K alpha inh 2 and GLP1R cytotox -4%.
Screening Oc1cccnc1CN1CCCCC1 returned PLK1 PBD inh -8%, GLP1R inv ag 7%, DRD3 antagonist 12, GLP-1R agonist 0%, WRN helicase inh 0%, IL-2 act -0.8, D3 ag -5, PI5P4K alpha inh 0 and GLP1R cytotox -6%.
`CCn1cc(C(=O)NCCCN2CCCC(C)C2)c(=O)c2cc(S(=O)(=O)N(C)C3CCCCC3)ccc21` (stereo not given) gave PLK1 PBD inh -15%, GLP1R inv ag inconclusive, DRD3 antagonist 9, GLP-1R agonist 14%&-2%, WRN helicase inh -2%, IL-2 act -0.5, D3 ag -6&-9, PI5P4K alpha inh 1 and GLP1R cytotox -22%&-7%.
For CCOc1ccc(-n2c(C)c(C(C)=O)c3cc(OC(C)=O)ccc32)cc1 the results were PLK1 PBD inh 2%, GLP1R inv ag inconclusive, DRD3 antagonist 11, GLP-1R agonist -6%, WRN helicase inh -2%, IL-2 act 2.5, D3 ag 1, PI5P4K alpha inh 8 and GLP1R cytotox -2%.
Screening Cc1ccc(-c2csc3nc[nH]c(=O)c23)cc1 returned PLK1 PBD inh -11%, GLP1R inv ag -14%, DRD3 antagonist -11, GLP-1R agonist 10%, WRN helicase inh 5%, IL-2 act -1.2, D3 ag -4, PI5P4K alpha inh -12 and GLP1R cytotox -4%.
CCOC(=O)[C@H]1[C@H]2COc3ccc(Cl)cc3[C@@H]2N2C(=O)CN(Cc3ccc(OC)cc3)C(=O)[C@@]12C was read as PLK1 PBD inh 1%, GLP1R inv ag -30%, DRD3 antagonist -15, GLP-1R agonist -5%, WRN helicase inh -17%, IL-2 act -3.0, D3 ag -1, PI5P4K alpha inh -7 and GLP1R cytotox 0%.
`Cc1ccccc1S(=O)(=O)Cc1ccc(C(=O)NCCN(CC(C)C)CC(C)C)o1` gave PLK1 PBD inh -10%, GLP1R inv ag inconclusive, DRD3 antagonist -22, GLP-1R agonist 0%, WRN helicase inh -7%, IL-2 act -3.5, D3 ag 1, PI5P4K alpha inh 5 and GLP1R cytotox -8%.
CCOc1ccc(C(=O)O/N=C(\N)c2ccccn2)cc1OCC was read as PLK1 PBD inh 4%, GLP1R inv ag inconclusive, DRD3 antagonist 8, GLP-1R agonist 10%, WRN helicase inh 4%, IL-2 act -2.9, D3 ag 2, PI5P4K alpha inh -1 and GLP1R cytotox inconclusive.
Cc1ccc(S(=O)(=O)N(CC(=O)c2ccccc2)C(=O)N2CCN(C)CC2)cc1 was read as PLK1 PBD inh -13%, GLP1R inv ag 9%, DRD3 antagonist -8, GLP-1R agonist 2%, WRN helicase inh 15%, IL-2 act -1.0, D3 ag -13, PI5P4K alpha inh -7 and GLP1R cytotox -4%.
`O=C(COC(=O)/C=C/c1ccc(Cl)cc1Cl)NCC1CCCO1` (stereo not given) gave PLK1 PBD inh -1%, GLP1R inv ag 3%, DRD3 antagonist -3, GLP-1R agonist 10%, WRN helicase inh -1%, IL-2 act -0.2, D3 ag -3, PI5P4K alpha inh 0 and GLP1R cytotox 0%.
For O=C(CN1C(=O)NC2(CCCCC2)C1=O)N1CCN(c2ncccn2)CC1 the results were PLK1 PBD inh 4%, GLP1R inv ag 9%, DRD3 antagonist -26, GLP-1R agonist -12%, WRN helicase inh 2%, IL-2 act -1.8, D3 ag 1, PI5P4K alpha inh 4 and GLP1R cytotox -6%.
For CC(=O)c1c(C)[nH]c(C(=O)NCCCN2CCCC2)c1C the results were PLK1 PBD inh -3%, GLP1R inv ag 4%, DRD3 antagonist 12, GLP-1R agonist -6%, WRN helicase inh 1%, IL-2 act -1.4, D3 ag 0, PI5P4K alpha inh -2 and GLP1R cytotox 1%.
`O=C(O)Cn1cc(/C=C/[N+](=O)[O-])c2ccccc21` gave PLK1 PBD inh -29%, GLP1R inv ag -13%[7.66 µM], DRD3 antagonist -2, GLP-1R agonist 0%, WRN helicase inh -5%[11.6 µM], IL-2 act 1.0, D3 ag 2, PI5P4K alpha inh -9 and GLP1R cytotox 17%[7.66 µM].
Cc1[nH]c2ccccc2c1/C=C(\C#N)C(=O)NCC1CCCO1 (stereo not given) was read as PLK1 PBD inh -16%, GLP1R inv ag 13%, DRD3 antagonist 7, GLP-1R agonist 2%, WRN helicase inh 1%, IL-2 act 0.1, D3 ag 0, PI5P4K alpha inh 1 and GLP1R cytotox -26%.
Screening COc1ccc(CNC(=O)Nc2nnc([C@H]3C[C@H](O)[C@@H](CO)O3)s2)cc1 returned PLK1 PBD inh -5%, GLP1R inv ag -16%, DRD3 antagonist -18, GLP-1R agonist -6%, WRN helicase inh 2%, IL-2 act -0.3, D3 ag -4, PI5P4K alpha inh inconclusive and GLP1R cytotox 3%.
`OCCCNC(=S)Nc1ccc(Oc2ccccc2)cc1` gave PLK1 PBD inh inconclusive, GLP1R inv ag 10%, DRD3 antagonist -11, GLP-1R agonist 7%, WRN helicase inh 1%, IL-2 act -4.7, D3 ag -8, PI5P4K alpha inh -4 and GLP1R cytotox -1%.
Screening CC1(C)CC(=O)C2=C(C1)NCN(Cc1ccccc1)C2 returned PLK1 PBD inh -9%, GLP1R inv ag 1%, DRD3 antagonist -16, GLP-1R agonist -3%, WRN helicase inh -4%, IL-2 act -0.8, D3 ag -2, PI5P4K alpha inh 1 and GLP1R cytotox 8%.
For Cc1nc2ccccc2nc(=O)c1NNc1ccccc1 the results were PLK1 PBD inh -5%, GLP1R inv ag inconclusive, DRD3 antagonist 1, GLP-1R agonist 8%, WRN helicase inh -8%, IL-2 act -2.4, D3 ag 2, PI5P4K alpha inh -1 and GLP1R cytotox -7%.
COc1ccc(C(=O)N2CCc3cc(OC)c(OC)cc3C2c2cccc([N+](=O)[O-])c2)cc1OC (stereo not given) was read as PLK1 PBD inh -20%, GLP1R inv ag 13%, DRD3 antagonist 3, GLP-1R agonist 26%, WRN helicase inh 0%, IL-2 act 0.5, D3 ag -3, PI5P4K alpha inh 4 and GLP1R cytotox 4%.
`COc1ccc(-c2csc(NC(=S)NC(=O)/C=C/c3ccco3)n2)cc1OC` gave PLK1 PBD inh -8%, GLP1R inv ag -15%, DRD3 antagonist 7, GLP-1R agonist 19%, WRN helicase inh inconclusive, IL-2 act -1.1, D3 ag -9, PI5P4K alpha inh -12 and GLP1R cytotox inconclusive.
